Growth percent in the NCI-60 one-dose screen (48 h, 10 µM unless noted): 100 = growth as untreated, 0 = no growth, -100 = all killed.
MDA-MB-231 = MDA-MB-231 breast cancer. 5% of 81,000 active
MOLT-4 = MOLT-4 leukemia cells; 6.9% of 80,000 active; AID 1794779
MDA-MB-435 = MDA-MB-435 melanoma; 7.8% of 82,000 active; AID 1794794
MCF7 = MCF7 breast cancer; 6.3% of 82,000 active
RPMI-8226 = RPMI-8226 leukemia cells; AID 1794781; 7.5% of 77,000 active
SR = SR leukemia cells | 8.7% of 73,000 active
K-562 = K-562 leukemia; 7.4% of 78,000 active
MDA-MB-468 = MDA-MB-468 breast cancer. AID 2202374. 8.5% of 78,000 active
* hit, by the source's call; · = not tested or not shown; & = joins results of further samples. How the source made its calls: active means growth percent below 10; inactive means the rest.

SMILES	MDA-MB-231	MOLT-4	MDA-MB-435	MCF7	RPMI-8226	SR	K-562	MDA-MB-468
OC(c1ccccc1)C1(c2ccccc2)CCN(Cc2ccccc2)CC1 (stereo not given)	106	93	95	100	98	88	84	97
O=C(Oc1ccc(C2c3cc(OC(=O)c4ccccc4)c(OC(=O)c4ccccc4)cc3CC3C(=O)OCC32)cc1OC(=O)c1ccccc1)c1ccccc1 (stereo not given)	98	97	100	89	94	115	101	94
COc1ccc2[nH]c(O)c(N=Nc3nc(-c4cc5ccccc5oc4=O)cs3)c2c1	85	108	106	77	106	100	106	90
CCOc1ccc(C(=O)CCN2CCC3CCC(C3)C2)cc1 (stereo not given)	124	92	110	94	84	73	95	102
COc1cc(/C=N/n2cnc3oc(-c4ccccc4)cc3c2=N)ccc1O	93	81	91	92	115	67	83	102
NC(=S)N=Nc1c(O)c2ccccc2c2ccccc12	77	100	-86*	25	59	·	42	88
CCCCCCCCCCCCSC(SCCCCCCCCCCCC)SCCCCCCCCCCCC	·	99	112	97	103	84	97	93
O=C(Nc1ccccn1)c1cc2cc(Nc3nc(-c4ccccc4)nc4ccccc34)ccc2oc1=O	103	87	112	98	102	73	80	124
COc1ccc(/C=C2\CN(C)CC3C2=NN(CCO)C3c2ccc(OC)cc2)cc1 (stereo not given)	91	80	87	93	69	56	97	83
Cc1ccccc1C(C)(O)c1cnc(C)n1Cc1ccccc1 (stereo not given)	97	95	47	93	91	97	85	95
CCOC(=O)C(C(=O)OCC)c1ccc(Cl)cc1	111	92	107	102	107	99	107	105
CCc1cc(CC)c(CC)c(C(=O)OCCN(CC)CC)c1CC	69	95	98	92	96	110	98	85
O=C1C=CC(=O)N1C1CCCCC1	106	109	107	100	100	98	102	94
CCn1c(Cc2ccccc2Nc2c(Cl)cccc2Cl)nnc1SCC(=O)NN1C(=O)/C(=C/c2ccc(Br)cc2)SC1=S	98	109	104	104	102	119	91	115
N#Cc1c(-c2cccc([N+](=O)[O-])c2)nc(SCC(=O)c2ccccc2)[nH]c1=O	103	·	107	97	100	·	·	104
CC1=CC(=O)C(CN(C)C)(CN(C)C)C(C)(C)C1	115	77	102	61	93	83	52	79
C=CS(C)(=O)=O	89	96	98	90	105	91	108	92
COc1ccc(C(NC23CC4CC(CC(C4)C2)C3)c2nnnn2C(C)(C)CC(C)(C)C)cc1 (stereo not given)	77	84	96	87	70	77	77	77
Cc1cc2c(c(C)c1Cl)C(=O)/C(=C/C/C=C/c1ccccc1)O2	77	96	100	32	96	88	107	81
Cn1cc(-c2nc(N)nnc2-c2c[nH]c3ccccc23)c2cc(Br)ccc21	34	9.0*	-38*	18	13	27	12	33
NC(N)=N/N=C\c1ccnc2ccccc12	105	106	103	99	93	·	109	104
N/C(=N\c1nc2c(F)cccc2s1)C(Cl)(Cl)Cl	101	96	93	82	97	97	92	85
O=C(c1cc2cccnc2n1-c1ccc(Cl)c(Cl)c1)N1CCC1	95	98	120	106	93	94	101	104
COc1ccc(-c2cs/c(=N\N=C\c3cccc(C)c3)n2-c2ccccc2)cc1	87	80	83	87	88	86	78	93
CCN(CC)CC(Cc1ccccc1)OC(=O)c1ccccc1 (stereo not given)	109	111	97	106	108	108	106	122
The listing continues:
SMILES	MDA-MB-231	MOLT-4	MDA-MB-435	MCF7	RPMI-8226	SR	K-562	MDA-MB-468
Cc1ccccc1N1C(=O)C=CC1=O	109&107	100&98	111&102	103&106	94&96	92&90	107&91	104&111
COc1cc2c(c3c1c(=O)c1cccc(F)c1n3C)C=CC(C)(C)O2	58	85	95	45	65	49	75	43
C/C(=N\NC1=NCCN1)c1cnn(C2=NCCN2)c1C	108	98	105	98	102	·	106	104
c1ccc(CCCc2ccnc3ccccc23)nc1	86	83	96	100	56	78	·	86
Cc1ccc(-c2ccc(/C=C(\C#N)C(=O)c3c[nH]c4ccccc34)o2)cc1Cl	92	105	105	78	97	102	103	104
CCN1CCN(CCNc2nccc(-c3cn(-c4ccccc4)nc3-c3ccc(Cl)c(OC)c3)n2)S1(=O)=O	88	·	100	88	109	89	105	86
COc1cc2[nH]c(C(=O)c3ccc(Cl)cc3)cc2c(OC)c1OC	79	86	99	94	87	72	102	91
O=C(O)c1cc(-c2cc(C(=O)O)c3ccccc3n2)ccc1O	107	116	103	105	97	126	137	113
COC(=O)[C@@H](Cc1ccccc1)NC(=O)[C@H](CCSC)NC(=O)[C@@H]1CCCN1C(=O)CNC(=O)[C@H](C)NC(=O)OCc1ccccc1	108	103	102	105	118	113	101	102
COc1ccc(N2C(=O)C3C/C(=C/N(C)C)C(=O)N3C2N(C)C)cc1 (stereo not given)	116	104	104	96	119	100	106	107
CCOC(=O)c1ccc(NC2=C(Br)C(=O)C(C)=C(C)C2=O)cc1	89	91	·	90	·	111	102	91
Cc1ccc2c(c1)Sc1c(ccc3ccccc13)N2	51	32	82	57	50	·	40	87
COc1cc(/C=C(\C#N)c2ccc([N+](=O)[O-])cc2)ccc1O	103	69	·	86	97	66	84	73
CN(CC#N)C(=O)C(=O)c1c[nH]c2ccccc12	100	122	114	103	103	·	101	100
CC(=O)Nc1nc(C)c(C(=O)N/N=C/c2cccn2C)s1	102	100	104	88	110	107	54	111
O=C(Nc1ccc(Cl)cc1)Nc1ccc(Oc2ccc(NC(=O)Nc3ccc(Cl)cc3)cc2)cc1	86	83	107	86	102	87	·	118
CN1CCN(CCOc2ccc(-c3cnc4c(-c5cccc(F)c5F)cnn4c3)cc2)CC1	85	80	-66*	-24*	-30*	-1.7*	-31*	95
O=c1nc(SCc2ccc3sccc3c2)nc(SCc2ccc(C(F)(F)F)cc2)[nH]1	57	78	65	43	63	93	66	61
CCOC(=O)CN1C2=C(C(=O)CC(C)(C)C2)C(c2cccs2)C2=C1CC(C)(C)CC2=O	91	74	115	94	95	90	89	98
O=C1SCCN1/N=C/c1ccc([N+](=O)[O-])o1	93	103	102	87	78	91	103	108
Cc1ccc(S(=O)(=O)NC(=O)NC2=NC(C)(C)N(c3ccc(Cl)c(Cl)c3)C(N)=N2)cc1	77	79	42	81	104	96	39	·
CCC1([N+](=O)[O-])COC(c2ccc(C(C)C)cc2)OC1 (stereo not given)	97	96	108	103	102	·	119	103
O=[N+]([O-])c1ccc(S(=O)(=O)c2ccc([N+](=O)[O-])cc2)cc1	103	123	120	103	102	122	121	104
CCOC(=O)c1ccc(NCCC(C)=O)cc1	115	104	103	90	109	101	81	·
COc1ccc(-c2cc(-c3ccccc3)c(C#N)c(=O)[nH]2)cc1S(N)(=O)=O	-18*	136	102	103	100	100	109	102
Following part
SMILES	MDA-MB-231	MOLT-4	MDA-MB-435	MCF7	RPMI-8226	SR	K-562	MDA-MB-468
Clc1ccccc1Nc1ccc2nnc(-c3ccncc3)n2n1	108	90	98	96	96	39	48	·
Cc1ccc(S(=O)(=O)Nc2ccc(C)cc2C)cc1	92	83	78	90	69	73	70	93
CCOC(=O)C1=C(N)N(c2ccccc2)C2=C(C(=O)CC(C)(C)C2)C1c1ccccn1 (stereo not given)	107	102	95	98	111	84	101	100
Oc1ccc(-c2nnc(SCc3ccc(O)c4ncccc34)n2-c2ccccc2)cc1	30	12	21	2.5*	16	37	11	-14*
O=C(NC(=S)Nc1ccccc1Cl)c1ccccc1	101	94	99	53	75	97	104	45
COc1ccc(/C=c2\c(=O)n(-c3ccccc3)c3nn4c(n23)=NNCC(O)C4)cc1 (stereo not given)	109	109	109	107	105	110	109	103
Cc1c(C(=O)CCl)c(=O)n(-c2ccccc2)n1C	98	25	40	38	·	20	53	-19*
COc1cccc(-c2nnc3c4c(ncn23)N(C)c2ccccc2C(C)C4)c1 (stereo not given)	100	87	100	85	82	·	98	108
Cc1cccc(Cc2cnc(NC(=O)/C=C/c3ccco3)s2)c1	56	16	-31*	15	28	14	8.1*	31
CC1(C)CC(=O)c2cccnc2O1	103	111	100	98	113	100	112	101
CC(NC(=O)/C(Cc1ccccc1)=N\O)c1ccccc1 (stereo not given)	90	94	101	93	94	·	93	·
CC(=O)c1ccc(C)c([N+](=O)[O-])c1	93	84	120	97	115	89	106	103
NC(=O)c1ccc(-c2cnc(N)c(-c3ccc(C(F)(F)F)cc3)n2)cc1	108	82	109	107	99	82	99	110
Cc1ccc(C(c2ccc(C)c(C)c2)C(O)C2OC(=O)C(O)C2O)cc1C (stereo not given)	103	·	106	114	95	69	·	101
COc1cc(C2C=C(C)N=C3SC=NN32)cc(OC)c1OC (stereo not given)	104	97	104	99	99	102	108	102
COc1ccccc1CNCCCN1C(=O)c2ccc3c4c(ccc(c24)C1=O)C(=O)N(CCCNCCCCNCCCN)C3=O	15	-28*	-13*	-38*	-9.3*	-27*	-15*	-85*
COC(=O)C1CC=C(C)CC1 (stereo not given)	104	117	112	105	100	142	123	119
N#CC1=C(N)Oc2cc3ccccc3cc2C1c1ccc([N+](=O)[O-])cc1 (stereo not given)	63	78	99	72	97	87	94	82
CC(C)NS(=O)(=O)c1ccccc1	105	95	116	99	106	73	99	106
CC12CCC(=O)C=C1CCC1C2C(O)CC2(C)C1CCC2(O)C(=O)CSc1ncnc2nc[nH]c12 (stereo not given)	89	86	103	101	95	84	112	84
NNC(=O)c1cc(-c2ccc(Cl)cc2)n(-c2ccc(S(N)(=O)=O)cc2)n1	96	97	99	96	106	·	109	103
CC(C)(C)COC(=O)c1ccccc1	99	105	117	104	104	110	127	111
N#C/C(=C/N1C(=O)CC(=O)NC1=S)C(N)=O	103	108	104	96	111	96	108	119
O=C(/C=N/O)c1ccccc1	108	102	106	96	106	·	108	111
COc1ccc(CSc2n[nH]c(=O)[nH]c2=O)cc1	113	101	102	93	106	101	113	100
CC(=O)Nc1cccc(Nc2nc(-c3ccccc3)n3ncc(C#N)c3n2)c1	57	55	96	74	·	50	·	76

In the list so far, ten contain an NH in an aromatic ring:
SMILES	MDA-MB-231	MOLT-4	MDA-MB-435	MCF7	RPMI-8226	SR	K-562	MDA-MB-468
COc1ccc2[nH]c(O)c(N=Nc3nc(-c4cc5ccccc5oc4=O)cs3)c2c1	85	108	106	77	106	100	106	90
N#Cc1c(-c2cccc([N+](=O)[O-])c2)nc(SCC(=O)c2ccccc2)[nH]c1=O	103	·	107	97	100	·	·	104
Cn1cc(-c2nc(N)nnc2-c2c[nH]c3ccccc23)c2cc(Br)ccc21	34	9.0*	-38*	18	13	27	12	33
Cc1ccc(-c2ccc(/C=C(\C#N)C(=O)c3c[nH]c4ccccc34)o2)cc1Cl	92	105	105	78	97	102	103	104
COc1cc2[nH]c(C(=O)c3ccc(Cl)cc3)cc2c(OC)c1OC	79	86	99	94	87	72	102	91
CN(CC#N)C(=O)C(=O)c1c[nH]c2ccccc12	100	122	114	103	103	·	101	100
O=c1nc(SCc2ccc3sccc3c2)nc(SCc2ccc(C(F)(F)F)cc2)[nH]1	57	78	65	43	63	93	66	61
COc1ccc(-c2cc(-c3ccccc3)c(C#N)c(=O)[nH]2)cc1S(N)(=O)=O	-18*	136	102	103	100	100	109	102
CC12CCC(=O)C=C1CCC1C2C(O)CC2(C)C1CCC2(O)C(=O)CSc1ncnc2nc[nH]c12 (stereo not given)	89	86	103	101	95	84	112	84
COc1ccc(CSc2n[nH]c(=O)[nH]c2=O)cc1	113	101	102	93	106	101	113	100

Reprinted at random: 2 records from the list.
SMILES	MDA-MB-231	MOLT-4	MDA-MB-435	MCF7	RPMI-8226	SR	K-562	MDA-MB-468
COc1ccc(CSc2n[nH]c(=O)[nH]c2=O)cc1	113	101	102	93	106	101	113	100
CC(C)(C)COC(=O)c1ccccc1	99	105	117	104	104	110	127	111

Compound activity: PubChem, NCI
